V1aR counter – counter-screen for oxytocin receptor agonists: human V1a receptor agonists; activation, % at 3 µM; CHO-V1R cells, Fluo-8 calcium fluorescence, agonist mode; 0% DMSO, 100% 3 nM vasopressin; 0.25% of 320,000 active; AID 2797;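 active = activation above the mean activation of all tested compounds plus 3 SD, per screening run, cut at about 20% in these data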;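 also: signal is peak over basal fluorescence ratio across a 100 second FLIPR read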
TAAR1 antagonist – antagonists of human TAAR1. Q96RJ0. CHO RD-HGA16 TAAR1, Fluo-8 calcium fluorescence, antagonist. inhibition, % at 3 µM. 1.5% of 360,000 active. AID 624466;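 active = inhibition above a per-plate cutoff, the mean inhibition of test compounds on that plate plus 3 SD, cut at about 49% in these data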;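 also: 0% = DMSO plus EC80 beta-PEA response and 100% = DMSO alone without agonist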
Target sequence (Q96RJ0 whole entry, looked up): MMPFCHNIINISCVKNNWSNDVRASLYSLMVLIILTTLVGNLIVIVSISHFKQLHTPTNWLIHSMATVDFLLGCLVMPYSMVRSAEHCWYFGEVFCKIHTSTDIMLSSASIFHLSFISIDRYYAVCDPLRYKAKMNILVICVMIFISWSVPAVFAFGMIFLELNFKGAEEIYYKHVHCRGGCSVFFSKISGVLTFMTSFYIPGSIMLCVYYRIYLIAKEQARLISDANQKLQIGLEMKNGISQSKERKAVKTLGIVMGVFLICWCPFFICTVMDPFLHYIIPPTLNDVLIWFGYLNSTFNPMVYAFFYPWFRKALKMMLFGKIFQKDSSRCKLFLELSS
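Test system – hTAAR1-expressing CHO RD-HGA16 cells, Gα16-coupled · Also added – β-PEA at EC80 concentration, post-compound challenge · Compound – 3 µM, single point · Incubation – dye loading 75 min at 37 °C, then 30 min room temperature · Measured by – Fluo-8 intracellular calcium dye fluorescence, real-time kinetic reads · Benchmarks – vehicle and agonist controls · Replicates – singlicate, one well per test compound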
OXTR agonist – agonists of human oxytocin receptor; P30559; CHO-OTR cells, Fluo-8 calcium fluorescence; normalized: DMSO 0%, oxytocin 100%; activation, % at 3 µM; 0.32% of 320,000 active; AID 2435;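 active = activation above the mean of all tested compounds plus 3 SD, cutoff set per screening run, cut at about 20% in these data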;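 also: peak over basal fluorescence ratio from a 100 s FLIPR kinetic read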
Target sequence (P30559 whole entry, looked up): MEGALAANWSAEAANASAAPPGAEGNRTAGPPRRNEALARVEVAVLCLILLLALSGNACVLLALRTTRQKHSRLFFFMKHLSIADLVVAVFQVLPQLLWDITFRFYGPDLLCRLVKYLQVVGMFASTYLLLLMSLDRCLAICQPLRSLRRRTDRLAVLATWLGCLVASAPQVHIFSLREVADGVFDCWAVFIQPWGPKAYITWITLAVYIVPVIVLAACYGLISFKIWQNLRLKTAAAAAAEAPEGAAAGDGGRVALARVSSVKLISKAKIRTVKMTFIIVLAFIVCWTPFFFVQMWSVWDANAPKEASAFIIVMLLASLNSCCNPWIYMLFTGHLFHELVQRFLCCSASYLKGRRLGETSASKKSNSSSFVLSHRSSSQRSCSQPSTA
OXTR potentiate – human OXTR potentiation | P30559 | CHO-OTR cells, Fluo-8 calcium fluorescence, potentiator mode; 0% = oxytocin EC15, 100% = EC100 | activation, % at 3 µM | 0.061% of 320,000 active | AID 2445;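 active = activation above that plate's cutoff, the mean activation of tested compounds plus 3 SD, cut at about 6.6% in these data, passing the limit was not always enough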;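 also: 100% uses oxytocin at 75 nM as the full agonist control; some results filed as inactive read as strong as hits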
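Measured by – Fluo-8 calcium dye fluorescence · Test system – human OTR in CHO cells · Dosing – one concentration, 3.0 µM compound · Controls – EC15 oxytocin alone as 0%, 75 nM oxytocin as 100% · Evaluation – normalized max/min fluorescence ratio, % activation · Timing – 6 min pre-incubation, 100 s read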
CHO parental Ca – counter-screen: ATP calcium response change in parental CHO cells; parental CHO-K1, ATP-induced calcium, Fluo-8 fluorescence; inhibition, % at 5.6 µM; 0.63% of 330,000 active; AID 463079;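 active = inhibition above that plate's mean sample inhibition plus 3 SD, cut at about 26% in these data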;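 also: 0% = ATP-challenged DMSO wells and 100% = DMSO wells without ATP; some compounds past the cut are filed as inactive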
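Material: parental CHO cells / Compound: single nominal dose of 5.6 µM per compound / Signal: Fluo-8 fluorescence / Replicates: singlicate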
GPR7 antagonist – antagonists of human GPR7 (neuropeptides B/W receptor 1). GPR7-expressing cells, fluorescence antagonist assay. inhibition, % at 4.4 µM. 1.1% of 290,000 active; in the data active = inhibition above about 16%, passing the limit was not always enough;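 also: cells stimulated with the agonist NPW; 0% = agonist with vehicle and 100% = vehicle without agonist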
Target sequence (P48145 whole entry, looked up): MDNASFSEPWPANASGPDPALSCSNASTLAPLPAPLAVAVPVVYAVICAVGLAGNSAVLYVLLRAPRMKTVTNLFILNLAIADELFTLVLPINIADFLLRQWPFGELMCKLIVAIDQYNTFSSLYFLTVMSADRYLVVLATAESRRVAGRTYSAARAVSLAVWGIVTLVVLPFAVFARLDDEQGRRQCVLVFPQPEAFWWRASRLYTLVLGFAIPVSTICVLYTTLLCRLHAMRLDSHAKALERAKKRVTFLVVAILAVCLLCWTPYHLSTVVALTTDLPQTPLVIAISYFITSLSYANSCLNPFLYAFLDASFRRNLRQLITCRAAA
M1 PAM parental – M1 PAM counterscreen hit in parental CHO-K1 cells; ATP EC20, Fluo-8 calcium fluorescence; 0% at ATP EC20, 100% at ATP max; activation, % at 3 µM; 0.02% of 360,000 active;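 active = activation above the run cutoff, the mean activation of all test compounds plus 3 SD, cut at about 40% in these data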;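 also: peak over basal fluorescence ratio in a 140 s read after ATP addition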
CHO-K1 Ca antag – counter-screen for M1 antagonists: effect in parental CHO-K1 cells | ATP-induced calcium, Fluo-8 fluorescence | inhibition, % at 3 µM | 0.6% of 360,000 active | AID 602250;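 active = inhibition above a per-plate cutoff, the plate's mean sample inhibition plus 3 SD, cut at about 24% in these data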;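 also: 0% = DMSO plus EC80 ATP and 100% = DMSO alone without ATP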
CHO-K1 Ca ag – nonselective activator or artifact in parental CHO-K1 cells | Fluo-8 calcium fluorescence; scaled to maximal ATP response, vehicle zero | AID 602248 | 0.48% of 360,000 active | activation, % at 3 µM; in the data active = activation above about 15%;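 also: untransfected CHO-K1 host cells lacking M1 receptor as counterscreen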
The depositor's hits bear a star; . = no result given.

#1 COC(=O)c1ccc(Nc2nc(C)cc(C)n2)cc1
#2 CCOC(=O)C1=C(C)NC2=C(C(=O)CC(C)(C)C2)C1c1cccc(C)n1 (stereo unspecified)
#3 Cn1c(=O)n(-c2cccc(Cl)c2)c(=O)c2c3c(sc21)COC(C)(C)C3
#4 CC(NC(=O)C(=O)N1CCCCC1)C(c1cccs1)N1CCN(C)CC1 (stereo unspecified)
#5 CC(=O)C(=Nc1ccccc1Cl)NNc1ccc(Cl)cc1
#6 Cc1ccc2c(c1)NC(=O)[C@@]1(C)[C@@H](c3ccccc3)[C@H]3COc4ccccc4[C@@H]3N1C2=O
#7 COCc1cc(=O)[nH]c(-c2ccccc2OC(F)(F)F)n1
#8 CN(C(=S)Nc1ccc(SC(F)F)cc1)c1ccc(O)cc1
screen / no.	1	2	3	4	5	6	7	8
V1aR counter	-1.3	-0.7	-1.6	1.2	-1.3	0.2	-0.9	1.9
TAAR1 antagonist	-18	0	-12	1	8	-4	-42	20
OXTR agonist	-1.4	-0.8	-2.1	4.1	-2.9	-0.4	0.7	4.4
OXTR potentiate	-1	3	-6	-9	-8	-1	4	-3
CHO parental Ca	-14	-10	-6	-3	-3	-31	-11	21
GPR7 antagonist	-2	-11	-1	5	-7	.	-13	5
M1 PAM parental	9	2	-7	-7	0	4	19	14
CHO-K1 Ca antag	6	-7	30*	7	-3	-11	-7	-3
CHO-K1 Ca ag	0.0	-0.3	-0.6	-0.7	0.2	-0.2	1.0	2.9

#9 COc1ccc(CC(=O)N[C@@H]2c3cc(OC)c(OC)cc3C[C@H]2O)cc1
#10 Cn1c(SCC(=O)NCC2CCCO2)nc2c([nH]c3ccccc32)c1=O (stereo unspecified)
#11 Cc1ccc2nc(N(CCCN(C)C)C(=O)c3ccc4ncsc4c3)sc2c1
#12 O=c1[nH]c2ccccc2nc1C(Nc1ccccc1)c1ccccc1 (stereo unspecified)
#13 COc1ccc(NC(=O)CN2CCN(CC(=O)Nc3ccccc3Cl)CC2)cc1
#14 CN(CCN1CCOCC1)Cc1nc(-c2ccc3c(c2)OCO3)no1
#15 O=C(Oc1ccc2c(=O)c(Oc3ccc4ccccc4c3)coc2c1)c1ccco1
#16 Cc1c(C2(O)CCCCC2)[nH]c2cc(C(F)(F)F)ccc12
screen / no.	9	10	11	12	13	14	15	16
V1aR counter	.	-1.3	4.7	-0.7	1.1	1.1	2.2	4.4
TAAR1 antagonist	1	2	-2	0	7	-17	-9	25
OXTR agonist	.	-1.9	5.5	-1.8	-0.9	2.2	1.2	1.1
OXTR potentiate	.	-4	-9	-4	-11	-5	-10	-8
CHO parental Ca	-11	1	-7	-24	-24	-2	13	65*
GPR7 antagonist	.	-7	19	-10	3	15	4	.
M1 PAM parental	-10	8	12	10	11	-5	9	21
CHO-K1 Ca antag	-7	-2	-2	-13	-5	-11	-10	-17
CHO-K1 Ca ag	0.2	0.1	4.2	0.6	1.2	0.2	1.1	2.0

#17 CC(=O)Nc1cccc(C(=O)N2CCC(n3nccc3NC(=O)CC(C)C)CC2)c1
#18 O=C(COc1ccc(/C=N/NS(=O)(=O)c2ccccc2)cc1)Nc1ccc(F)cc1
#19 O=C(CCCN1C(=O)/C(=C\c2ccccc2)SC1=S)Nc1ccc(O)cc1C(=O)O
#20 CCCCn1c(N)c(N(CCOC)C(=O)c2cccc(S(=O)(=O)N3CCCCCC3)c2)c(=O)[nH]c1=O
#21 COCCN(C(=O)COC(=O)/C=C/c1ccccc1Cl)c1c(N)n(Cc2ccccc2)c(=O)[nH]c1=O
#22 COc1ccc(C(=O)c2c(NC(C)=O)sc3c2CCN(C(=O)OC(C)(C)C)C3)cc1
#23 O=C(Nc1ccccc1F)c1ccc(CSc2ncccn2)cc1
#24 Cc1onc(-c2ccccc2)c1C(=O)Nc1ccc(S(=O)(=O)NC(C)(C)C)cc1
screen / no.	17	18	19	20	21	22	23	24
V1aR counter	0.5	0.4	-0.1	-0.2	0.8	0.3	1.0	2.5
TAAR1 antagonist	-5	15	-54	-13	-14	-11	-14	-7
OXTR agonist	-0.6	0.5	-2.1	-0.6	-0.5	-1.8	-1.0	1.3
OXTR potentiate	-8	-10	-11	-10	-11	0	-2	-5
CHO parental Ca	15	-3	-5	-6	-34	-53	-11	-6
GPR7 antagonist	-9	-6	-7	.	.	-11	1	12
M1 PAM parental	-21	7	11	13	10	-11	-13	4
CHO-K1 Ca antag	6	-5	-10	2	8	5	5	-14
CHO-K1 Ca ag	0.2	0.8	-0.7	0.5	0.2	0.4	-0.1	1.0

#25 Cc1ccccc1CNC(=O)C(=O)NCCC1CCCCN1S(=O)(=O)c1ccccc1 (stereo unspecified)
#26 COc1cccc(C(=O)Nc2nc3ccc(S(C)(=O)=O)cc3s2)c1
#27 Cc1csc(SCC(=O)c2cc(C)n(Cc3cccs3)c2C)n1
#28 Cc1cccc(S(=O)(=O)NCCc2ccccc2)c1
#29 O=C(Cn1ccc(C(F)(F)F)n1)NNC(=O)c1cccnc1
#30 Cc1ccc(-c2nn(-c3ccccc3)cc2CN(C)C(=O)CCC(=O)O)cc1C
#31 COc1ccc(N2CCN(C(=O)CNC(=O)c3ccccc3Cl)CC2)cc1
#32 Oc1c(Cl)cc(Cl)cc1C=Nc1cc(C(F)(F)F)ccc1N1CCc2ccccc2C1
screen / no.	25	26	27	28	29	30	31	32
V1aR counter	-0.2	2.9	4.0	-0.9	0.8	3.2	0.9	0.4
TAAR1 antagonist	-8	19	35	-11	-15	3	-1	23
OXTR agonist	-1.2	-0.3	6.4	-2.0	1.2	3.4	0.0	-1.4
OXTR potentiate	-5	-4	-15	3	8	-13	-15	-13
CHO parental Ca	-5	-25	42*	-1	-6	4	-10	-9
GPR7 antagonist	.	0	6	0	-7	4	7	0
M1 PAM parental	3	19	9	-18	-18	20	-3	-5
CHO-K1 Ca antag	1	1	8	3	6	-11	-7	-8
CHO-K1 Ca ag	2.1	2.1	5.0	0.8	0.4	1.0	2.3	-0.5

#33 COCCNC(=S)N/N=C(\C)c1ccc(C)c([N+](=O)[O-])c1
#34 CCOC(=O)C(C)Oc1ccccc1C1NC(=O)NC(C)=C1C(=O)Nc1ccc(C)c(C)c1 (stereo unspecified)
#35 OCC[C@H]1C[C@@H](O)[C@H](O)[C@]2(CCCCO2)O1
#36 COc1ccc(S(=O)(=O)N(Cc2ccco2)Cc2cc3ccccc3[nH]c2=O)cc1
#37 C[C@H]1CC[C@@]2(O[C@H](CCO)C[C@@H](O)[C@@H]2O)O1
#38 CCOC(=O)c1[nH]c2ccc(OC)cc2c1NC(=O)NC(C)C
#39 CCC(C)NC(=O)c1ccccc1NC(=O)c1ccccc1N(C)S(C)(=O)=O (stereo unspecified)
#40 O=C(O)Cn1c(SCCOc2ccccc2F)nc2ccccc21
screen / no.	33	34	35	36	37	38	39	40
V1aR counter	1.2	-0.6	0.2	-0.3	0.0	1.5	1.3	0.2
TAAR1 antagonist	8	9	8	40	-1	9	-2	-12
OXTR agonist	-0.9	-0.9	-0.4	-2.5	-0.4	-0.4	0.4	-0.3
OXTR potentiate	-2	-4	-11	-12	-7	-10	-7	1
CHO parental Ca	-8	-18	-7	-38	-5	-11	-15	-9
GPR7 antagonist	-5	-9	.	-16	-14	6	-10	-4
M1 PAM parental	8	19	12	21	3	17	2	16
CHO-K1 Ca antag	0	-11	-17	-17	-1	-12	4	-13
CHO-K1 Ca ag	1.2	0.2	0.5	6.6	-0.6	0.2	0.7	0.0

9 of these compounds in a different format:
no.	Structure	V1aR counter	TAAR1 antagonist	OXTR agonist	OXTR potentiate	CHO parental Ca	GPR7 antagonist	M1 PAM parental	CHO-K1 Ca antag	CHO-K1 Ca ag
32	Oc1c(Cl)cc(Cl)cc1C=Nc1cc(C(F)(F)F)ccc1N1CCc2ccccc2C1	0.4	23	-1.4	-13	-9	0	-5	-8	-0.5
33	COCCNC(=S)N/N=C(\C)c1ccc(C)c([N+](=O)[O-])c1	1.2	8	-0.9	-2	-8	-5	8	0	1.2
34	CCOC(=O)C(C)Oc1ccccc1C1NC(=O)NC(C)=C1C(=O)Nc1ccc(C)c(C)c1 (stereo unspecified)	-0.6	9	-0.9	-4	-18	-9	19	-11	0.2
35	OCC[C@H]1C[C@@H](O)[C@H](O)[C@]2(CCCCO2)O1	0.2	8	-0.4	-11	-7	.	12	-17	0.5
36	COc1ccc(S(=O)(=O)N(Cc2ccco2)Cc2cc3ccccc3[nH]c2=O)cc1	-0.3	40	-2.5	-12	-38	-16	21	-17	6.6
37	C[C@H]1CC[C@@]2(O[C@H](CCO)C[C@@H](O)[C@@H]2O)O1	0.0	-1	-0.4	-7	-5	-14	3	-1	-0.6
38	CCOC(=O)c1[nH]c2ccc(OC)cc2c1NC(=O)NC(C)C	1.5	9	-0.4	-10	-11	6	17	-12	0.2
39	CCC(C)NC(=O)c1ccccc1NC(=O)c1ccccc1N(C)S(C)(=O)=O (stereo unspecified)	1.3	-2	0.4	-7	-15	-10	2	4	0.7
40	O=C(O)Cn1c(SCCOc2ccccc2F)nc2ccccc21	0.2	-12	-0.3	1	-9	-4	16	-13	0.0

Remaining list, next part:
#41 CCC(=O)NCCc1nc2cc(NC(=O)c3ccc(OC)cc3)ccc2n1C
#42 Cc1cc(NC(=O)CSc2nnc(-c3ccccc3)c(-c3ccccc3)n2)no1
#43 COc1cccc(NC(=O)c2ccccc2N2C(=O)C3C4C=CC(C4)C3C2=O)c1 (stereo unspecified)
#44 COc1ccccc1-c1nc(-c2ccc(C)nc2OC)no1
#45 Cc1cc([N+](=O)[O-])nn1CC(=O)NCc1nc2ccccc2[nH]1
#46 O=C(c1ccc(Cl)cc1)N1CCN(CCOc2ccccc2)CC1
#47 CCN(CC)c1ccc2c(C)c(CN3CCOCC3)c(=O)oc2c1
#48 CC1(CC(=O)N/N=C/c2cc(Br)c(O)cc2O)OCCO1
#49 CCC1(C)Cc2nc(Cl)c(C#N)cc2CO1 (stereo unspecified)
#50 FC(F)(F)c1cccc(-n2cc(-c3ccccc3)[nH]c2=S)c1
screen / no.	41	42	43	44	45	46	47	48	49	50
V1aR counter	1.2	-0.5	-0.2	-1.2	-0.3	4.3	0.6	0.2	-1.1	-0.3
TAAR1 antagonist	-6	18	-25	5	10	-22	.	-35	-8	9
OXTR agonist	-0.5	-1.0	-1.3	-2.4	0.1	0.2	1.5	-0.2	-1.2	-1.4
OXTR potentiate	1	-2	-3	1	-9	-7	0	-8	-8	-14
CHO parental Ca	-6	-17	-16	-30	3	-6	-15	1	-11	-18
GPR7 antagonist	-5	7	-2	4	4	-8	0	-11	-11	5
M1 PAM parental	-3	4	16	-5	-16	0	8	4	-5	11
CHO-K1 Ca antag	-7	-1	-11	26*	16	-2	-14	-20	0	-5
CHO-K1 Ca ag	0.2	0.2	1.8	-0.4	3.0	2.9	0.3	0.8	0.3	1.3

Screens from PubChem BioAssay.
